# Screening data as filed in PubChem.
# AmpC inh detg: qHTS Inhibitors of AmpC Beta-Lactamase (assay with detergent); 0.041% of 370,000 active; AmpC hydrolysis of nitrocefin, absorbance 480 nm, 0.01% Triton; Potency, µM (highest dose often 114 µM), inactives show at the highest dose activity change, negative = inhibition, actives largely listed as inhibitors; P00811;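 also: potency is read from the fitted curve at half-maximal effect; 0% = no-compound wells and -100% = no-enzyme wells; nearly all actives have a fitted effect of over 25% in size; some results filed as inactive show a strong effect at the top dose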
# Target sequence (P00811 whole entry, looked up): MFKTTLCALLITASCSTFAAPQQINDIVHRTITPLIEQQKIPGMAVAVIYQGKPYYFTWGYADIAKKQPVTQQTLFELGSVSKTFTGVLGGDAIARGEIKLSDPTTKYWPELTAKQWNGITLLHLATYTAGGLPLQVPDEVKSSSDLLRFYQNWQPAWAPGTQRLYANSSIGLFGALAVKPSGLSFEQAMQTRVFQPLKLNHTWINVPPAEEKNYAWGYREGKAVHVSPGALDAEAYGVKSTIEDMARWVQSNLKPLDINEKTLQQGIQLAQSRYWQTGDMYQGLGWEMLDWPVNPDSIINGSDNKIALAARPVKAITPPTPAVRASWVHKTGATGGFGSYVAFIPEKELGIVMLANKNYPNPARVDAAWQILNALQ
#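 20 mM phosphate pH 7.0 + 0.01% (detergent screen) or 0.0001% Triton X-100; 5.3 nM AmpC reagent; cpd preinc 15 min RT; nitrocefin (800 uM stock) to start; A480 q20 s × 4 min; Activity was normalised to no-enzyme and no-compound control wells.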
# AMA1 RON2 block: qHTS for Inhibitors of AMA1-RON; Towards Development of Antimalarial Drug Lead: Primary Screen; Potency, µM (series often up to 58.2 µM), inactives show at the highest dose activity change, negative = inhibition, usual class: inhibitors; 0.2% of 360,000 active; AID 720542, 2013; AlphaScreen AMA1-biotinylated RON2 peptide binding; Plasmodium falciparum AMA1 (3D7) - RON2 peptide interaction;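 also: potency is read from the fitted curve at half-maximal effect; 0% = vehicle wells and -100% = peptide control; nearly all actives have a fitted effect of over 45% in size; some results filed as inactive show a strong effect at the top dose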
#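 AMA1 (3D7) with his tag at 25 nM final met compounds first, then biotinylated RON2 peptide at 25 nM; detection used donor plus acceptor beads, 10 µg/mL apiece, read by AlphaScreen after 30 min at room temperature.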
# HCV inh: qHTS Assay for Inhibitors of Hepatitis C Virus (HCV); Huh7.5.1 HCVcc-Cre infection, luciferase reporter, 44 h; Potency, µM (titrated, usually from 41.8 µM), inactives show at the top dose activity change, negative = inhibition, hits mostly inhibitors; 3.4% of 340,000 active; AID 651820, 2012; also: potency is read from the fitted curve at half-maximal effect
#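 Infectious HCV cell culture screen: compound-treated cells (1,000/well, pre-plated 4 h) are infected with HCVcc-Cre at roughly 0.5 moi and grown 44 h. Infection is quantified by luciferase signal after 15 min substrate incubation at room temperature.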
# AmpC no deterg: qHTS Inhibitors of AmpC Beta-Lactamase (assay without detergent). Potency, µM (doses to about 57.1 µM), for inactives: at the top dose activity change, negative = inhibition, hits mostly inhibitors. AmpC nitrocefin hydrolysis, absorbance 480 nm, 0.0001% Triton. P00811. AID 485341, 2010. 0.52% of 330,000 active;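 also: potency is read from the fitted curve at half-maximal effect; plate controls were no compound for no effect and no enzyme for full effect; nearly all actives have a fitted effect of over 20% in size; some results filed as inactive show a strong effect at the top dose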
#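 AmpC (5.3 nM in the dispensed reagent) in 20 mM phosphate pH 7.0 with 0.01% (detergent screen) or 0.0001% Triton X-100 was preincubated with compounds for 15 min at room temperature. Nitrocefin was then added from an 800 uM solution, and hydrolysis was followed at 480 nm.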
# Tb PYK inh: qHTS of Trypanosoma Brucei Inhibitors; AID 624173, 2012; TbPYK enzyme, Kinase-Glo Plus ATP luminescence, 45 min; pyruvate kinase (Trypanosoma brucei), Q57TT1; 0.12% of 410,000 active; Potency, µM (titrated, usually from 76.8 µM), inactives show top-dose activity, negative = inhibition, usual class: inhibitors; also: potency is read from the fitted curve at half-maximal effect; nearly all actives have a fitted effect of over 50% in size
#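 Glycolytic pyruvate kinase of T. brucei was incubated with substrate, test compound and 130 uM ADP for 45 minutes at room temperature. Luminescent Kinase-Glo Plus signal was measured after 10 minutes.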
# HCMV inh: qHTS Assay for inhibitors of the human cytomegalovirus (HCMV) | HFF cells, HCMV-luciferase reporter, 72 h; active compounds read low | activity change, negative = inhibition, % at 57.5 µM | 4.5% of 410,000 active | AID 1259415, 2018; in the data active = activity change below about -60%; inconclusive = no clear call, values can overlap the other calls; inactive = above about -39%
#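 After 16 h attachment at 37C, HFF cells received test compound and HCMV-luciferase (1 PFU/cell); reporter luminescence read 72 h later, data normalized against buffer-only and known inhibitor Salinomycin.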
# LmPK inhibitor: qHTS Assay for Inhibitors of Leishmania Mexicana Pyruvate Kinase (LmPK); 0.37% of 290,000 active; Q27686; purified LmPK, Kinase-Glo ATP luminescence, 1 h; Potency, µM (series often up to 57.5 µM), for the others: at the top dose activity change, negative = inhibition, usual class: inhibitors; also: potency is read from the fitted curve at half-maximal effect
# Target sequence (Q27686 whole entry, looked up): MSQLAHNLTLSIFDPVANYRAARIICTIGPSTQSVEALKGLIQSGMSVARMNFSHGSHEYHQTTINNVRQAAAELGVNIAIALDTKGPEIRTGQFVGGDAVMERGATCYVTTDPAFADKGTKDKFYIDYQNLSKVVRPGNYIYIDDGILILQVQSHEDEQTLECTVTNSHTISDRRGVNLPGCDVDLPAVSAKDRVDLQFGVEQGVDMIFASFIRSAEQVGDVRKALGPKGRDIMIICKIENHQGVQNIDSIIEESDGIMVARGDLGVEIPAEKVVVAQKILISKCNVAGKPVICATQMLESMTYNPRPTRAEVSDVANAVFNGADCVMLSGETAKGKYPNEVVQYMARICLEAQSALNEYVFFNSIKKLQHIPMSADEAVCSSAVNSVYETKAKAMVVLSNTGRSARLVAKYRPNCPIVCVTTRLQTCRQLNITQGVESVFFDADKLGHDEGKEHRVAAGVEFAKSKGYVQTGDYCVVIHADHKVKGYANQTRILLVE
#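 Purified LmPK (0.1 nM) converted ADP (0.1 mM) to ATP with PEP (0.5 mM) in imidazole buffer pH 7.2 with KCl and MgCl2, 1 h at room temperature. ATP was read by Kinase-Glo luminescence; data normalized to uninhibited and no-enzyme controls.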
# * = called active by the depositor; ? = inconclusive; . = not tested or not shown; & = joins results of further samples; [ ] = dose if it differs, or a comment. Unless noted, calls follow the shape of the dose curve; as a rule, active = well fitted curve in the direction sought with a large enough effect; inconclusive = small, poorly fitted or top-dose-only effect, or another doubt; inactive = no such curve, though single readings can be large; an effect the other way counts as inactive or inconclusive. Unless noted, % is scaled to controls: 0 for no effect and ±100 for the full control effect. Not a hit list. About 7.5% of those tested had a hit in this group.
SMILES,AmpC inh detg,AMA1 RON2 block,HCV inh,AmpC no deterg,Tb PYK inh,HCMV inh,LmPK inhibitor
CN(c1ccccc1)S(=O)(=O)c1ccc(Cl)c(C(=O)Nc2ccc(-c3nc4ccccc4[nH]3)cc2)c1,-5%,-13%,?,-26%,-7%,-32,-3%
O=C(NCC1CCCO1)C1CCC(CNS(=O)(=O)c2ccccc2)CC1 (stereo not drawn),?,-6%,2%,-1%,3%,7,-2%
COc1ccc(-c2nc(=S)c3c(n2CCN2CCOCC2)CC(C)(C)OC3)cc1,?,-1%,11%,-6%,-4%,-13,1%
O=C(N/N=C/c1cn(-c2cccs2)nc1-c1ccccc1)c1ccccc1O,10%,64%[activator],?,-29%,-8%,-14,-4%
CCC1=Nc2ccccc2NC2=C1C(=O)CCC2,-10%,-20%,3%,-21%,-8%,236,-2%
O=[N+]([O-])c1ccccc1N/N=C1\CCc2ccccc21,-3%,-22%,-11%,-11%[2.29 µM],-4%,65,-13%
Cc1csc(NC(=O)CCC(=O)N(CC(=O)NC2CCCC2)Cc2ccccc2)n1,5%,0%,-12%,70%[activator],-3%,25,-3%
Nc1cc[n+](CC(=O)Nc2ccccc2)cc1,-8%,-4%,?,-16%,3%,-40,4%
C=CCn1c(CNC(=O)c2ccco2)nnc1SCC(=O)Nc1cccc(F)c1,-9%,-4%,3%,0%,2%,-29,-2%
Cc1ccc(C)c(OCC(=O)Nc2c[nH]c(=O)[nH]c2=O)c1,-7%,22%,1%,-10%,-8%,?,-3%
COC(=O)C1=C(c2c(C)noc2C)C[C@@H]2CC[C@H]1N2C(=O)NCc1ccco1,-1%,2%,-1%,6%,-5%,-15,.
COc1cccc(Cn2c(C)c(CNC3CCCCC3)c(C(=O)O)c2C)c1,16%,.,.,.,-5%,-102*,.
COc1ccc2c(C)cc(SCc3c(C)noc3C)nc2c1,?,35%[activator],6.3µM*,-3%,1%,12,1%
COc1ccc(NC(=O)c2cc(C3CCCCN3S(=O)(=O)c3ccc(C#N)cc3)on2)c(C)c1 (stereo not drawn),.,3%,.,.,-6%,?,.
Cc1cc(N)n2ncc(-c3ccc(Cl)cc3)c2n1,-1%,12%,?,-10%,-1%,261,2%
O=C(O)CCC(=O)NCc1c(Cl)cccc1Sc1ccc(Cl)cc1,3%,9%,30%[activator],-15%,-5%,28,0%
CCCS(=O)(=O)c1c(S(=O)(=O)CCC)c2cnccn2c1C(=O)c1ccc(F)cc1,-3%,1%,2%,36%,-7%,5,3%
O=C1c2ccccc2C(=O)c2c([N+](=O)[O-])ccc(O)c21,1%,-14%,?,-22%,-5%,-8,0%
Cc1cc(C(F)(F)F)cc(NNC(=O)NC(=O)c2ccccc2Cl)n1,-10%,101%[activator],3%,0%,3%,-15,-1%
Cc1ccc(CN(C)C(=O)c2ccc(NS(=O)(=O)c3ccc4[nH]c(=O)[nH]c4c3)cc2)cc1,0%,8%,17%,?,-3%,-9,.
Cc1nc(N)nc(OCC(F)(F)C(F)F)c1Br,-12%,20%,-2%,-17%,-25%,41,-11%
CC1CCN(S(=O)(=O)c2ccc3c(c2)CCN3C(=O)Nc2ccccc2Br)CC1,17%,.,.,.,-1%,-8,.
Cc1cc(O)c(C(C)C)cc1N=Cc1ccc([N+](=O)[O-])cc1,.,?,-27%,.,-2%,-9,.
CNC(=S)NNC(=O)Cc1ccccc1,-1%,77%[activator],13%,0.28µM*,-15%,15,-3%
CN1CCNC(=O)C1CC(=O)N1CC=C(c2ccc(F)cc2)CC1 (stereo not drawn),9%,23%,5%,3%,0%,-9,0%

# Next section.
SMILES,AmpC inh detg,AMA1 RON2 block,HCV inh,AmpC no deterg,Tb PYK inh,HCMV inh,LmPK inhibitor
CCOc1ccc(C(=O)c2ccccc2C(=O)O)cc1OCC,?,21%,27%,-13%,2%,-21,4%
CCOC(=O)c1ccc(NC(=O)CN2CCN(CCN=CC3=C(O)CC(C)(C)CC3=O)CC2)cc1,?,-1%,4%&11%,-7%,3%,12,-5%
O=C(CSc1c[nH]c2ccccc12)NCc1ccc2c(c1)OCO2,7%,-1%,?,-37%,-3%,14,2%
CCCC(=O)N1CCC1(C)C(=O)Nc1cc(C)ccc1C (stereo not drawn),.,1%,.,.,-1%,-10,.
COc1cc2c(c(OC)c1OC)-c1ccc(OC)c(=O)cc1[C@@H](N(C)CC#CCO)CC2,-1%,5%,-22%,15%,-13%,?,-1%
C=CCOn1c(=O)c(-c2ccc(F)cc2)[n+]([O-])c2ccccc21,3%,8%,9%,-8%,-1%,-31,-1%
Cc1cc(C)cc(NC(=O)N2CCCN(c3ncccc3[N+](=O)[O-])CC2)c1,6%,1%,-22%,-16%,-19%,-40,4%
CCN(CC)CCNC(=O)CCN1N=C(c2ccccc2)CCC1=O,2%,2%,7%,-4%,7%,-33,1%
O=C(Nc1ccccc1)c1ccccc1Oc1ccc(C(F)(F)F)cc1[N+](=O)[O-],-4%,-3%[2.32 µM],9%,-44%,-20%,?,-1%
Oc1c(C(c2ccccc2)N2CCOCC2)sc2nc(-c3ccco3)nn12 (stereo not drawn),1%,.,.,.,-5%,?,.
CN(C(=O)COC(=O)c1ccc(Cl)nc1)C1CCS(=O)(=O)C1 (stereo not drawn),-4%,-7%,-5%,-18%,2%,-9,-4%
O=C(Nc1ccc2nc3n(c(=O)c2c1)CCCCC3)c1ccccc1[N+](=O)[O-],-6%,-6%,?,-29%,-8%,-32,-4%
O=C(O)c1ccc(C2Nc3ccccc3C(=O)N2Cc2ccccc2)cc1 (stereo not drawn),-9%,-9%,-19%,2%,3%,23,-6%
Cc1nc2sc(C)c(C)c2c(=O)[nH]1,-13%,-3%,4%,-6%,-11%,23,6%
COc1nccnc1NS(=O)(=O)c1ccc(NC(=S)NC(=O)c2ccc(F)c(F)c2)cc1,-3%,61%[activator],6%,-16%,-2%,1,-2%
O=C1OC(C(=O)Nc2cccc(Br)c2)Cc2ccccc21 (stereo not drawn),-5%,.,.,.,-3%,8,.
COc1ccc(/C(C)=N\NS(=O)(=O)c2ccccc2)cc1OC,4%,14%,-5%,-12%,-3%,-28,-2%
CCOc1ccc(OC(=O)c2cn(-c3ccc(C)cc3)c(=O)c3ccccc23)cc1,5%,.,.,.,-3%,7,.
Cc1cc2c(cc1S(=O)(=O)N(C)c1ccccc1)n(C)c(=O)n2C,?,17%,-1%,35%,3%,30,-5%
O=C(CCCC(=O)N/N=C\c1ccccn1)N/N=C\c1ccccn1,-2%,107%[activator],7%,-10%,-11%,-32,3%
CCCCn1c(O)c(C=NCCN2CCCCC2)c(=O)[nH]c1=O,1%,6%,?,-8%,-6%,-3,1%
Cc1cc(C)n(CCNC(=O)C2CCC(=O)N(CC3CCCCC3)C2)n1 (stereo not drawn),-1%,-7%,6%,27%,19%,58,4%
COc1ccc(Cl)cc1C(=O)NC(=S)Nc1nc(C)cc(C)n1,.,2%,-14%,.,1%,-20,.
Cc1ccc(NC(=O)Cn2cc(C(F)(F)F)cc(Cl)c2=O)cc1S(=O)(=O)N1CCCCC1,?,-15%,?,-15%,-8%,6,.
Cc1cccc(N(CC(=O)NCc2ccc3c(c2)OCO3)C(=O)CCC(=O)Nc2ccccn2)c1,?,-5%,-13%,18%,-13%,-7,-1%

# 5 entries from above, set out differently.
Structure	AmpC inh detg	AMA1 RON2 block	HCV inh	AmpC no deterg	Tb PYK inh	HCMV inh	LmPK inhibitor
O=C(O)c1ccc(C2Nc3ccccc3C(=O)N2Cc2ccccc2)cc1 (stereo not drawn)	-9%	-9%	-19%	2%	3%	23	-6%
Cc1nc2sc(C)c(C)c2c(=O)[nH]1	-13%	-3%	4%	-6%	-11%	23	6%
COc1nccnc1NS(=O)(=O)c1ccc(NC(=S)NC(=O)c2ccc(F)c(F)c2)cc1	-3%	61%[activator]	6%	-16%	-2%	1	-2%
O=C1OC(C(=O)Nc2cccc(Br)c2)Cc2ccccc21 (stereo not drawn)	-5%	.	.	.	-3%	8	.
COc1ccc(/C(C)=N\NS(=O)(=O)c2ccccc2)cc1OC	4%	14%	-5%	-12%	-3%	-28	-2%

# Further entries follow:
SMILES,AmpC inh detg,AMA1 RON2 block,HCV inh,AmpC no deterg,Tb PYK inh,HCMV inh,LmPK inhibitor
O=C(CN1CCN(Cc2ccccc2)C1=O)NCCCN1CCOCC1,-3%,3%,11%,-9%,1%,32,-1%
CCOc1cc(N2CCCC2)ccc1[N+](=O)[O-],-7%,-9%,?,-3%,-1%,15,-3%
CCc1ccc(C(=O)COC(=O)CNC(=O)c2ccc(N3C(=O)c4ccccc4C3=O)cc2)cc1,-11%,19%,21%,-8%,-1%,17,-1%
COc1ccc(C2c3ccc(O)cc3Oc3ncn(CCN4CCOCC4)c(=N)c32)cc1 (stereo not drawn),1%,-8%,11%,106%[activator],-7%,-6,-2%
COc1ccc(C2NC(=O)NC(C)=C2C(=O)Nc2cccc(C)c2C)cc1 (stereo not drawn),?,-2%,1%,1%,2%,23,1%
Cc1ccc(C(C)C)cc1C(=O)CC1(O)C(=O)N(C)c2ccccc21 (stereo not drawn),-17%,-11%,?,48%,0%,12,3%
CCN(CC)CCNc1c(C)cc(CO)c(Cl)c1C,.,5%,.,.,-4%,-26,.
Cc1ccccc1-c1nnc(SCC(=O)NC2CCCC2)n1C,-1%,50%[activator],8%,-2%,-3%,-14,.
CCn1c(=N)c(S(=O)(=O)c2ccc(F)cc2)cc2c(=O)n3ccccc3nc21,?,6%,-20%,-16%,-4%,?,-7%
CCCc1cc(C(=O)Nc2cc(C)ccc2O)no1,-13%,3%,?,-15%,-3%,-69*,-8%
O=C(O)c1cccc(-c2ccc(/C=N/n3cnnc3)o2)c1,-12%,0%,-1%,-14%,8%,33,-8%
COc1ccc(N(CN2C(=O)C3CC=CCC3C2=O)C(=O)c2ccco2)cc1 (stereo not drawn),1%,-6%,2%,-2%,-7%,25,-3%
COc1cc(OC)c2ccc(=O)oc2c1C(CCN1CCN(c2ccccc2)CC1)c1ccc2c(c1)OCO2 (stereo not drawn),-1%,?,?,51%,-7%,-8,10%
Cc1ccc(CNC(=O)CCC2CCCN(Cc3cccc4c3OCO4)C2)o1 (stereo not drawn),5%,-6%,7%,-3%,-1%,13,11%
